# PolyA inhibitor – inhibitors of polyadenylation in S. cerevisiae. calls only at 12 µM. S. cerevisiae SKY197-pL101 polyadenylation reporter, beta-gal luminescence; efflux-impaired pdr1/pdr3 knockout yeast; score 100 = 6 SD above DMSO. AID 1875. 300,000 compounds, 0.02% hits;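 active means lowest replicate activity score at least 50, where 100 means six control SD above control mean; inconclusive means lowest score under 50 but half or more replicates reach 50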;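 further: yeast exposed to compound for 9 h at 30 °C; higher score means more reporter readthrough which indicates perturbed polyadenylation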
# GSK3B inh – human GSK3beta kinase inhibition. 300,000 compounds, 0.038% hits. activity score (negative = inhibition), % at 10 µM. GST-GSK3beta kinase, ADP-Glo luminescence, 60 min; active compounds read low. AID 2097;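 active means more than half of replicate wells score below -50%, meaning over 50% inhibition versus plate controls; inconclusive means some replicates but at most half score below -50%; inactive means no replicate scores below -50%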;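 further: 0% = median DMSO wells and -100% = median GW8510 positive control wells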
#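 Test system: GST-tagged human GSK3beta kinase, cell-free; evaluation: activity score scaled between in-plate DMSO and GW8510 controls; measured by: ADP-Glo luminescence; incubation: 60 min reaction, RT; benchmarks: DMSO and 20 µM GW8510; reagent: peptide substrate plus 25 µM ATP (final); medium: Tris/MgCl2 kinase buffer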
# KCNQ1 pot – human KCNQ1 channel potentiation or activation | CHO-K1 KCNQ1, thallium flux FluxOR fluorescence; active compounds read high | AID 2648 | B-score at 10 µM | 310,000 compounds, 0.35% hits;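 active means fluorescence ratio B-score, a plate-corrected score, at least three library SD, with initial intensity B-score within 5 SD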
#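 Assay system: stable KCNQ1 CHO-K1 line; medium: assay buffer, equal DMSO in all wells; timing: 90 min dye loading and 20 min compound exposure, both at room temperature; technique: kinetic FluxOR thallium fluorescence, 10-s 1-Hz baseline, 110-s post-stimulus read; read-out basis: B score of baseline-normalized fluorescence ratio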
# KCNK9 block – blocks the human KCNK9 two-pore domain potassium channel; Q9NPC2; HEK293 KCNK9, FluxOR thallium flux fluorescence; active compounds read low; B-score at 10 µM; 310,000 compounds, 1.2% hits;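 active means ratio B-score over 3 SD below the library mean, with starting fluorescence within 5 SD of its mean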;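 further: negative B-score means less thallium flux so channel inhibition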
# KCNQ1 inh – inhibitors of human KCNQ1 potassium channel | CHO-K1 KCNQ1, FluxOR thallium flux fluorescence; active compounds read high | P51787 | 310,000 compounds, 1.3% hits | AID 2642 | B-score at 10 µM;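 active means compounds whose thallium flux B-score, printed positive for inhibition, exceeds three library SD while starting fluorescence stays within three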;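 further: channel opened by potassium depolarization with thallium stimulus after 20 min compound exposure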
# GSK3A inh – blocks human GSK-3 alpha kinase | P49840 | ADP-Glo luminescence, 60 min | inhibition, % at 10 µM | 320,000 compounds, 0.1% hits | AID 2650;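 in the data active means inhibition above about 50%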;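 further: GST-tagged GSK-3 alpha with peptide substrate and 25 µM ATP; 0% = DMSO neutral wells and 100% = GW8510 positive control wells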
# HDAC3 inh – human HDAC3 inhibition | O15379 | inhibition, % at 8.3 µM | 320,000 compounds, 0.15% hits | recombinant HDAC3, fluorogenic peptide/trypsin coupled, fluorescence; in the data active means inhibition above about 26%, passing the limit was not always enough; inconclusive means no clear call, values can overlap the other calls
# Target sequence (O15379 whole entry, looked up): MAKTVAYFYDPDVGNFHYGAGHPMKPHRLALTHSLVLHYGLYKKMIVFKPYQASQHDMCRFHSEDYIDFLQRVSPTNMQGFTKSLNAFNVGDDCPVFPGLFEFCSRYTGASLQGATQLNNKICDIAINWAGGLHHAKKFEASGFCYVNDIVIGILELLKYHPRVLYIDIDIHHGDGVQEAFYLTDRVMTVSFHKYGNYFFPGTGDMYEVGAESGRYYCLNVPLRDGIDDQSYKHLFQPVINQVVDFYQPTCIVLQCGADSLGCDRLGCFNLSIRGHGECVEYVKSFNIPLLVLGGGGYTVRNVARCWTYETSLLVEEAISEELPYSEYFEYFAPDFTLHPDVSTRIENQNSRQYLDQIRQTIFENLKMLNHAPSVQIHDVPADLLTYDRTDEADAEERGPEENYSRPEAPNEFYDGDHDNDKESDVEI
# RGS4 act – RGS4 potentiation or activation. HEK293 M3R/inducible RGS4, carbachol calcium flux Fluo4; active compounds read low. B-score at 10 µM. 310,000 compounds, 0.92% hits;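 active means B-score of the integrated calcium signal more than 4 SD below the library mean, with starting fluorescence not abnormally high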;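 further: negative B-score means reduced calcium response which marks RGS4 activation or potentiation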
#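 Assay system: HEK293 FlpIn-TREx cells, stable M3R, doxycycline-inducible RGS4 / Probe or stimulus: carbachol, ECmax concentration / Times: overnight RGS4 induction, 30 min dye load 37 °C, 20 min compound RT / Signal: kinetic calcium fluorescence imaging with Fluo4-AM dye, 2 µM / Measure: Agonist-evoked peak-minus-minimum fluorescence over baseline, integrated ratio, B score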
# KCNK3 block – human KCNK3 channel inhibition, primary screen; O14649; CHO-KCNK3 thallium flux, FluxOR fluorescence; active compounds read low; B-score at 10 µM; 340,000 compounds, 0.84% hits; AID 602410;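 active means B-score under library mean minus 4 SD, starting fluorescence ratio at most library mean plus 5 SD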;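 further: more negative B-score means stronger inhibition of thallium flux through KCNK3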
# Target sequence (O14649 whole entry, looked up): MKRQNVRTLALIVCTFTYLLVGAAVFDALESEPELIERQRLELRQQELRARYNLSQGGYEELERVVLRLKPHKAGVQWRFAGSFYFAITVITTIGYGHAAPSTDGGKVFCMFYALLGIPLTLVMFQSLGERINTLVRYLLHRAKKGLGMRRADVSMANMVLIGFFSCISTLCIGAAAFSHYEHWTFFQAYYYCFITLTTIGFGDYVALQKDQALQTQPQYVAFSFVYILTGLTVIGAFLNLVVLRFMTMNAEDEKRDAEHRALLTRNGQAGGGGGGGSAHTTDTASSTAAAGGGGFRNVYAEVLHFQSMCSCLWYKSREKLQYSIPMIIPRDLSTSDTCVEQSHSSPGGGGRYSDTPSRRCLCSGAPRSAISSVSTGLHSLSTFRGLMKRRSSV
# hERG rescue – hERG (human) protection from proarrhythmic block; Q12809; CHO-hERG, FluxOR thallium flux, dofetilide IC70 present; activation (rescue from dofetilide block), less the hit threshold, % at 10 µM; 310,000 compounds, 0.51% hits; AID 1511;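 active means activation above the mean of controls blocked by dofetilide plus 5 SD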;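 further: thallium influx through hERG after potassium depolarization seen as dye fluorescence rise; in these data hits start at about 4.7%; inactives centre near -7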
# Dyrk1A ADPGlo – Dyrk1A (rat) kinase inhibition | Q63470 | ADP-Glo luminescence, NFATc1 peptide | inhibition, % at 12.5 µM | 310,000 compounds, 0.43% hits | AID 504441; in the data active means inhibition above about 50%;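 further: plate controls were vehicle with enzyme for no effect and no enzyme for full effect; many of its hits are not listed in these tables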
# * = called active by the depositor; i = inactive; ? = inconclusive; · = no result given. Some of the compounds tested, so the mix of outcomes need not match the whole.
# Second line of a record: Dyrk1A ADPGlo	GSK3B inh	KCNK9 block	hERG rescue	KCNK3 block	KCNQ1 inh	KCNQ1 pot	PolyA inhibitor	RGS4 act	GSK3A inh	HDAC3 inh
- CC1(C)S/C(=N/N=C/c2cccs2)NC1=O
  3	-2	i	-7	i	i	i	i	i	-1	0
- O=C(NCC1CCCO1)C1CCN(C2CCN(Cc3cccs3)CC2)CC1 (centres undefined)
  -5	1	i	-11	i	i	i	i	i	-1	4
- Cc1ccc(C)c(NC(=O)c2cc(-c3cc(C)c(C)cc3O)n[nH]2)c1
  9	-2	i	-7	i	i	i	i	i	0	4
- COc1cccc(N2C(=O)CC(N3CCN(CCN=CC4=C(O)CC(C)(C)CC4=O)CC3)C2=O)c1 (centres undefined)
  4	3	i	-9	i	i	i	i	i	1	10
- O=S(=O)(NCCc1ccccc1)c1ccc(Cl)nc1
  -2	-5	i	-13	i	i	i	i	i	1	-8
- O=C(CN1CCCC1)Nc1sc2c(c1C(=O)Nc1ccccc1)CCCC2
  2	1	i	-2	i	i	i	i	i	-1	14
- O=C(Nc1cccc(Cl)c1Cl)c1ccc(-c2ccccc2)cc1
  0	-3	i	-4	i	i	i	i	i	-1	5
- O=C(COC(=O)c1ccccc1NC(=O)c1ccco1)Nc1ncc(Cl)cc1Cl
  0	4	i	-6	i	i	i	i	i	0	7
- COc1ccc(Nc2nc3cc(C)ccc3cc2C#N)cc1
  10	-2	i	-10	i	i	i	i	i	4	-1
- O=C(c1cc2ccccc2cc1O)N1CCN(c2cccc(Cl)c2)CC1
  8	-2	i	-6	i	i	i	i	i	-1	·
- CS(=O)(=O)N(CC(=O)N1CCN(Cc2ccccc2)CC1)c1cccc([N+](=O)[O-])c1
  2	5	i	-7	i	i	i	i	i	0	-6
- C(=N\Nc1nncc2ccccc12)/c1ccccc1
  10	0	i	-5	i	i	i	i	i	-1	10
- CC1=C/C(=N\NC(=O)c2cccs2)CC(C)(C)C1
  -7	2	i	-11	i	i	i	i	i	·	4
- Cn1c(=O)n(C)c2cc(N3CCOCC3)c(NC(=O)c3cccc(Cl)c3)cc21
  1	1	i	-4	i	i	i	i	i	-2	0
- CCn1c2ccccc2c2nnc(SCC(=O)NCc3cccs3)nc21
  0	3	i	-11	i	i	i	i	i	1	-1
- Cc1nonc1NC(=O)CSc1cn[nH]n1
  1	2	i	-7	i	i	i	i	i	-1	?
- CCOC(=O)c1cc2sccc2n1CC(=O)N1CCCc2ccccc21
  -3	-2	i	-6	i	i	i	i	i	0	3
- CCn1c(CNC(=O)c2ccc(OC)cc2)nnc1SCC(=O)c1ccccc1
  3	-2	i	-13	i	i	i	i	i	-2	-1
- CCCOc1ccc(C(=O)NNC(=S)NC(=O)c2ccco2)cc1
  0	-20	i	18*	i	i	12*	i	i	1	2
- COc1ccc(NS(=O)(=O)c2ccc(Br)cc2)cn1
  -5	5	i	-5	i	i	i	i	i	-2	5
- COc1ccc(CCNC(=O)CSc2nc3[nH]ncc3c(=O)n2-c2ccc(Cl)cc2Cl)cc1OC
  4	-4	i	-19	i	i	i	i	i	10	1
- Cc1cc(C(=O)COC(=O)c2ccc3c(c2)NC(=O)CS3)c(C)n1CC1CCCO1 (centres undefined)
  5	1	i	-2	i	i	i	i	i	-2	-6
- COC(=O)c1ccc(NN=Nc2ccc(C)cc2)cc1
  -17	-2	i	5.1*	i	i	i	i	i	·	·
- CCN(CC)c1ccc(S(=O)(=O)N2CCOCC2)cc1NC(=O)CN1C(=O)NC2(CCC(C)CC2)C1=O (centres undefined)
  -5	1	i	-6	i	i	i	i	i	-2	-1
- CCN1CCN(CCC(=O)Nc2ccccc2C)CC1
  -3	0	i	-4	i	i	i	i	i	-5	-4
- Cc1ccc(OCC(=O)NC(C)c2ccccc2)c([N+](=O)[O-])n1 (centres undefined)
  ·	3	i	-11	i	i	i	i	i	0	4
- CC(C)(C)C1CCC(C(=O)OCC(=O)N2CCOCC2)CC1 (centres undefined)
  -3	0	i	-3	i	i	i	i	i	-3	-7
- CC(=O)Nc1ccc(NC(=O)c2ccccc2C)cc1
  -7	0	i	-5	i	i	i	i	i	-4	-6
- COc1ccc(OC)c(CCNC(=O)CS(=O)(=O)Cc2nc(-c3ccccc3Cl)oc2C)c1
  1	2	i	-10	i	i	i	i	i	-2	1
- COc1cccc(OC)c1C(=O)Nc1nc(-c2ccccc2)cs1
  11	-1	i	-10	i	i	i	i	i	-1	-3

# (further entries)
# Second line of a record: Dyrk1A ADPGlo	GSK3B inh	KCNK9 block	hERG rescue	KCNK3 block	KCNQ1 inh	KCNQ1 pot	PolyA inhibitor	RGS4 act	GSK3A inh	HDAC3 inh
- Cc1cccc(NC(=O)CSCC(=O)NCc2ccco2)c1
  0	0	i	-9	i	i	i	i	i	0	3
- COc1ccc(C(CC(=O)O)N2Cc3ccccc3C2=O)cc1 (centres undefined)
  -13	2	i	-4	i	i	i	i	i	-3	8
- CC1(C(=O)O)CCC(C(=O)NCCc2ccccc2)C1(C)C (centres undefined)
  -2	0	i	-5	i	i	i	i	i	1	5
- Cc1nn(CC2CC2)c(=O)n1-c1ccc(Oc2ccccc2)cc1
  0	3	i	-3	i	i	i	i	i	0	10
- CC1CC(C)CN(CC(=O)c2c[nH]c3ccccc23)C1 (centres undefined)
  0	5	i	-4	i	i	i	i	i	-2	2
- CCCSCCCNC(=O)Cn1c(=O)c2cccn2c2ccccc21
  0	4	i	-11	i	i	i	i	i	2	3
- COc1cccc(C(=O)COc2ccc3ccc(=O)oc3c2)c1
  -9	-1	i	-13	i	i	i	i	i	0	-16
- Cc1nnc(SCC(=O)NNC(=O)CC#N)[nH]c1=O
  -2	6	i	-2	i	i	i	i	i	-1	3
- CCOc1ccc(OCC)c(NC(=O)c2ccc(CNc3c(N4CCOCC4)c(=O)c3=O)cc2)c1
  0	-3	i	-4	i	i	i	i	i	0	1
- COC(=O)c1ccc(/C=C(\C#N)c2ccccn2)cc1
  2	-2	i	-3	i	i	i	i	i	-1	·
- CCOc1ccccc1NC(=O)C(C)CC (centres undefined)
  2	1	i	-3	i	i	i	i	i	-1	3
- CCCNC(=O)c1onc(CSc2ccc(F)cc2)c1C(=O)NC(C)C
  3	-3	i	-1	i	i	i	·	i	-1	1
- Cc1nn(Cc2ccc(F)cc2)c(C)c1NC(=O)c1cc(-c2ccco2)on1
  -2	0	i	-1	i	i	i	i	i	·	4
- C=CCNc1nc(Nc2ccc(-c3nc4ccccc4o3)cc2)nc(N2CCOCC2)n1
  2	1	i	-8	i	i	i	i	-7.1*	-1	-11
- CCOc1ccccc1N(CC(=O)Nc1ccc(OC)cc1OC)S(=O)(=O)c1ccccc1
  8	2	i	-2	i	i	i	i	i	1	-1
- Cc1[nH]n(S(=O)(=O)c2ccccc2)c(=O)c1N=Nc1cccc(Cl)c1
  0	-1	i	-4	i	i	i	i	i	-2	-9
- Clc1ccc(OCc2nnc(SCCN3CCCCC3)n2Cc2ccco2)cc1
  1	0	i	-10	i	i	i	i	i	-1	-8
- COc1ccccc1OCCOc1ccc(/C=C2/C(=N)N3OC(C)=CC3=NC2=O)cc1OC
  -6	-1	i	-7	i	i	i	i	i	5	1
- COc1ccc(/C=N/NC(=O)c2ccc(CN3C(=O)c4cccc5cccc3c45)cc2)cc1O
  0	0	i	-25	i	i	i	i	i	7	9
- O=C1c2cccc3c(N4CCCCC4)ccc(c23)C(=O)N1CCO
  -3	-1	i	-20	i	i	i	i	i	6	-37
- COc1ccc(C2C(C(=O)N3CCN(C)CC3)c3cc(OC)c(OC)cc3C(=O)N2C)cc1 (centres undefined)
  2	-2	i	-7	i	i	i	i	i	-1	7
- Cc1cc(C)nc(NC(=S)NC(=O)c2ccccc2F)n1
  ·	3	i	-1	i	i	i	i	i	-1	-1
- O=C(CSc1ccc(-c2cccnc2)nn1)N1CCCc2ccccc21
  ·	0	i	-5	·	i	i	i	i	-1	0
- O=C(CC(=O)NCc1ccc(Cl)cc1)NCc1ccc(Cl)cc1
  -3	0	i	-4	i	i	i	i	i	-2	4
- Cc1ccc(S(=O)(=O)N2CCOCC2)cc1C(=O)NC(=S)N1CC(C)CC(C)C1 (centres undefined)
  2	0	i	-18	i	i	i	i	i	·	·
- COc1ccc(NC(=O)NC2(C(=O)N3CCCC3)CCCCC2)cc1
  -3	·	i	-4	i	i	i	i	i	1	2
- CCn1c(SCC(=O)N2c3ccccc3Sc3ccccc32)nnc1-c1ccco1
  -5	-2	i	-10	i	i	i	i	i	2	1
- COc1cc(Cl)c(C)cc1N1C(=O)CN(Cc2ccccc2)C1=S
  2	0	i	-4	i	i	i	i	i	0	-2
- CCOc1ccc(C2CC(c3cccc(OC)c3OC)n3nnnc3N2)cc1Cl (centres undefined)
  -8	4	i	-7	i	7*	i	i	i	-2	7
- O=C(COC(=O)COc1ccc(Cl)cc1Br)NCc1cccs1
  -2	4	i	-2	i	i	i	i	i	1	4

# Carrying on:
# Second line of a record: Dyrk1A ADPGlo	GSK3B inh	KCNK9 block	hERG rescue	KCNK3 block	KCNQ1 inh	KCNQ1 pot	PolyA inhibitor	RGS4 act	GSK3A inh	HDAC3 inh
- Cn1nc(C(F)(F)F)c(/C=N/OC(=O)c2ccc(Cl)cc2)c1Cl
  -4	-1	i	-13	i	i	i	i	i	-1	13
- CCN(CC(=O)Nc1ccccc1OC)C(=O)CCOc1ccc(C(C)(C)C)cc1
  6	2	i	-14	i	i	i	i	i	-2	12
- CC(C)CC(=O)NC(=S)Nc1ccccc1C(F)(F)F
  -1	-1	i	-1	i	i	i	i	i	-1	2
- Cc1cc(NC(=O)CCC(=O)N(Cc2cccs2)C(C(=O)NC2CCCC2)c2ccncc2)no1 (centres undefined)
  -7	11	i	-4	i	i	i	i	i	-2	1
- Cc1ccc(S(=O)(=O)NCc2ccccc2)s1
  3	2	i	-6	i	i	i	i	i	0	5

# 3 of the entries above in order of their number in Dyrk1A ADPGlo, rising:
Compound | Dyrk1A ADPGlo
Cn1nc(C(F)(F)F)c(/C=N/OC(=O)c2ccc(Cl)cc2)c1Cl | -4
O=S(=O)(NCCc1ccccc1)c1ccc(Cl)nc1 | -2
C(=N\Nc1nncc2ccccc12)/c1ccccc1 | 10

# High-throughput results: PubChem, several laboratories
